PLC-beta3 inh: blocks human PLC-beta3 enzyme activity. Purified PLC-beta3, fluorogenic substrate, fluorescence. Q01970. inhibition, % at 12.2 µM. 370,000 tested, 0.18% active. AID 720704; in the data active = inhibition above about 11%;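 also: 0% = median of compound wells on plate and 100% = full blocker control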
DAX1 inh-1: inhibitors of DAX1 repression of SF-1 activated StAR promoter; HEK293T StAR-luciferase reporter, SF-1/DAX-1 repression relief; inhibition, % at 6.8 µM; 370,000 tested, 1.1% active; AID 652010;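 active = inhibition above the mean over all tested compounds plus 3 SD, cut at about 3.6% in these data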;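 also: 0% = DAX-1 cells with DMSO and 100% = cells lacking DAX-1 with DMSO; higher inhibition means more luminescence from relief of DAX-1 repression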
MBD2 DNA inh: inhibitors of human MBD2 binding to methylated oligonucleotide. Q9UBB5. TR-FRET. inhibition, % at 4.4 µM. 370,000 tested, 0.31% active. AID 686964; in the data active = inhibition above about 13%
Rev-erbA mod: Rev-erb alpha (human) modulation. P20393. Rev-erbα–FITC-DNA binding, fluorescence polarization, 90 min. activity, % at 10 µM. 370,000 tested, 0.79% active. AID 1259318;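 active = activity above about 14%, limit read from the data; passing the limit was not always enough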;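 also: 0% = DMSO wells with 35 nM protein and 100% = DMSO wells with 750 nM protein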
hcDAF12 agonist: activators of H. contortus DAF-12 nuclear receptor; activation, % at 6.8 µM; 370,000 tested, 1.4% active; HEK293 hcDAF-12 lit1-tk-luc reporter, luminescence; 0% DMSO, 100% Δ7-dafachronic acid;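 active = activation above the mean of all tested compounds plus 3 SD, cut at about 5.5% in these data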;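 also: 100% = response to 3 µM Δ7-dafachronic acid high control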
DAX1 inh-2: NR0B1 (DAX1) inhibition; P51843; HEK293 Gal4-DAX1 luciferase reporter, luminescence; inhibition, % at 6.75 µM; 340,000 tested, 0.99% active; AID 504766;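 active = inhibition above the mean over all tested compounds plus 3 SD, cut at about 4.2% in these data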;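 also: 0% = DAX1-transfected cells with DMSO and 100% = empty-vector control cells with DMSO; inhibition shows as a rise in luminescence from relieved DAX1 repression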
SMARCA2 activ: increases SMARCA2 function in MMTV reporter cells; activation, % at 9.1 µM; 370,000 tested, 1% active; MG213 cells, MMTV-luciferase reporter, dexamethasone, overnight; in the data active = activation above about 7.8%;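 also: 0% = vehicle wells and 100% = reference activator wells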
ADAM17 inh: inhibitors of human ADAM17; P78536; recombinant ADAM17, EDANS/DABCYL FRET peptide cleavage; inhibition, % at 6.95 µM; 370,000 tested, 0.83% active; AID 720648;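 active = inhibition above the mean of compounds lying between control limits plus 3 SD, set per campaign, cut at about 8.5% in these data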;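 also: 0% = DMSO-only wells as the low control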
PLC-gamma1 inh: PLC-gamma1 (human) inhibition, primary screen; P19174; purified PLC-gamma1, fluorogenic substrate, fluorescence; inhibition, % at 12.2 µM; 370,000 tested, 0.84% active; in the data active = inhibition above about 9.5%
Target sequence (P19174 whole entry, looked up): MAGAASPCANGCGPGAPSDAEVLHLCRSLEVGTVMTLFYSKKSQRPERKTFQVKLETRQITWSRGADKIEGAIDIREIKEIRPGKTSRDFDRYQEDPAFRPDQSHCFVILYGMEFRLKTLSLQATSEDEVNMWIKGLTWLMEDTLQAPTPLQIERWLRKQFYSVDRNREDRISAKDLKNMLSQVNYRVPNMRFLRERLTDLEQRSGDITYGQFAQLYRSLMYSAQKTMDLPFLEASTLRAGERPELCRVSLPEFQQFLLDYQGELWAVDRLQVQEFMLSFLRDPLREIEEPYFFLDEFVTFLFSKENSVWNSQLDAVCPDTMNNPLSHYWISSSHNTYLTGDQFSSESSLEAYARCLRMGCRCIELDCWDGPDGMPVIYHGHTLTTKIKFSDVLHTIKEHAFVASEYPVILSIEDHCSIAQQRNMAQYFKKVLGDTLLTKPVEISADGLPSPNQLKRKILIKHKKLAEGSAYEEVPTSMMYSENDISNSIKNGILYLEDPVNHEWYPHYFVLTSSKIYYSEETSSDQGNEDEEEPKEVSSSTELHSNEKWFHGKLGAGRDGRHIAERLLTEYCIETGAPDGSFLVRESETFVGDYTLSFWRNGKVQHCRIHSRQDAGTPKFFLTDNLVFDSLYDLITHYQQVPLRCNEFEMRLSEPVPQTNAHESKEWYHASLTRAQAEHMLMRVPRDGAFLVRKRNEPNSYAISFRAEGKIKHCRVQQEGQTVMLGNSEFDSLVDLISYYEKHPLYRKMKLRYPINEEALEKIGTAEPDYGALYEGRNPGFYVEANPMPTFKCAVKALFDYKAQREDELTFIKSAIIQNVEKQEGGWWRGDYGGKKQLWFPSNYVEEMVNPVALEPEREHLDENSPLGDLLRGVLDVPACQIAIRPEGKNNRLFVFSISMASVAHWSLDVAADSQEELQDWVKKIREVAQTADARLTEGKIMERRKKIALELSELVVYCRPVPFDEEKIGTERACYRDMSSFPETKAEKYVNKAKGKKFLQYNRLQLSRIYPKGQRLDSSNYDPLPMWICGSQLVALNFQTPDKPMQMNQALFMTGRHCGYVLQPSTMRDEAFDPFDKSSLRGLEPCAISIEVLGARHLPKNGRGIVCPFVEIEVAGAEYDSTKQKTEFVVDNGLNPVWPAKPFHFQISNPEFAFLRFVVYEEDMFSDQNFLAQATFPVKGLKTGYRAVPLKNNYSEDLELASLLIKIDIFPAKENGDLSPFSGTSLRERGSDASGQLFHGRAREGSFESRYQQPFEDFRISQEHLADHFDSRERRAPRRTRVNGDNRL
hgDAF12 agonist: agonists of H. glycines DAF-12 nuclear receptor | HEK293 GAL4-hgDAF12 UAS-luciferase reporter, agonist luminescence; normalized to butyrate control | activation, % at 6.8 µM | 370,000 tested, 1.8% active | AID 687014;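 active = activation above a cutoff set at the mean of all screened compounds plus 3 SD, cut at about 10% in these data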;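 also: 0% = DMSO wells and 100% = sodium butyrate wells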
ssDAF-12 act: activates DAF-12 receptor from parasite S. stercoralis; HEK293 ssDAF-12/GRIP1 lit1-tk-luc reporter, luminescence; % of 3 µM dafachronic acid response; activation, % at 6.8 µM; 370,000 tested, 1% active; AID 652126;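 active = activation above the mean over all tested compounds plus 3 SD, cut at about 0.9% in these data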;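 also: 0% = DMSO-only wells and 100% = 3 µM delta7-dafachronic acid wells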
Starred values were filed as active, the others as inactive; . = no result given.

SMILES	PLC-beta3 inh	DAX1 inh-1	MBD2 DNA inh	Rev-erbA mod	hcDAF12 agonist	DAX1 inh-2	SMARCA2 activ	ADAM17 inh	PLC-gamma1 inh	hgDAF12 agonist	ssDAF-12 act
O=C(CSc1nc2ccccc2c(=O)n1CCCN1CCOCC1)NCCc1ccccc1	-9	1.6	3	-7	4.1	-0.3	-4	-4	-2	0.8	-0.7
CC1(C)OC(=O)N(c2ccccc2)C12C=Cc1c(ccc3ccccc13)O2 (stereo not drawn)	-1	-1.2	0	3	-1.6	-0.2	-5	1	-2	-0.8	-1.2
O=C(NC1CCCCC1)c1cccc2c1C(=O)c1ccc(N3CCCC3)cc1S2(=O)=O	-86	-0.6	-5	-5	-1.2	0.7	0	0	-51	-2.8	-1.4
CNC(=O)Nc1cccc(C(F)(F)F)c1	0	-0.2	6	2	0.3	0.5	-3	-3	-1	-1.9	-1.3
Cc1cccc(C)c1NC(=S)NC(=O)c1cccc(Cl)c1	-2	-0.6	0	2	-2.0	.	-4	-2	1	5.0	-1.2
O=C(NN=Cc1ccccc1Cl)c1cccc2ccccc12	-1	-0.3	6	-3	0.8	1.7	3	-13	-2	1.4	-0.4
COc1cc(NC(=O)Cc2cccs2)cc(OC)c1	-3	0.1	-1	8	0.3	-0.4	0	-1	-1	1.7	-1.0
COC(=O)c1cc(Br)c(=O)n(CCN2CCCC2)c1	-3	0.5	1	2	1.8	0.1	-3	-3	-2	1.1	-0.1
Cc1ccc2nc(-c3ccc(NC(=O)CSc4nnc(-c5ccccc5)n4Cc4ccco4)cc3)sc2c1	-74	1.8	10	16	0.6	.	1	-57	-42	12*	-0.9
Cc1cc(C)n2nc(N)nc2n1	-1	-0.3	2	-2	-0.2	0.5	-3	-5	-2	1.3	-0.9
Cc1cnnn1-c1ccc(C(=O)CCl)cc1	0	-1.2	4	-1	1.1	-0.6	0	-27	-1	-1.1	-1.1
CC1CN(C(=O)CCc2ccccc2)C(C)CN1C(=O)CCc1ccccc1 (stereo not drawn)	1	-0.1	4	8	-2.4	1.1	0	-2	-1	-1.6	-1.1
O=C(NCc1ccncc1)/C(=C/c1cccc([N+](=O)[O-])c1)NC(=O)c1ccccc1	-8	0.6	-1	-3	0.7	0.2	-1	-4	0	0.6	-1.1
CCCCn1nnnc1SCC(=O)NC1CCCCC1	-1	0.3	1	-1	-1.8	1.1	-3	2	3	3.1	-0.7
Cc1nc(NC(=O)CSc2nncs2)c(Cl)cc1Cl	-6	0.0	1	-2	-1.0	-0.4	1	-4	2	-2.2	-1.7
CCC(C)[C@H](NC(=O)NCc1ccc(S(N)(=O)=O)cc1)C(=O)OC (stereo partly drawn)	-3	-0.3	3	0	-0.8	3.8	-1	-2	0	-1.5	-0.9
O=C(Nc1nc2ccccc2[nH]1)c1cccc(F)c1	-8	1.5	1	-5	13*	-0.1	2	-2	-2	17*	2.3*
c1ccc2c(-c3ccc(OCCN4CCCCC4)cc3)c(-c3ccsc3)sc2c1	-3	-0.4	0	8	-1.2	1.2	0	-4	1	3.2	-1.0
O=C1C2CC=C(Cl)CC2C(=O)N1CC1OCCc2ccccc21 (stereo not drawn)	-18	-0.3	4	-6	-1.4	-0.9	-2	-4	-16	-2.5	-1.4
COc1cccc(NC(=O)CNC(=O)c2cccs2)c1	2	0.9	2	1	0.7	3.7	2	-8	-3	3.1	-0.7
C=CCSc1nc(C)c(CCCC)c(=O)[nH]1	-10	-0.6	-2	3	-2.0	-0.6	-1	-4	-3	0.2	-1.6
C[C@H]1CN([C@@H](C)CO)C(=O)CCCn2cc(nn2)CO[C@@H]1CN(C)C(=O)OCc1ccccc1	-5	0.5	2	-8	1.0	.	-5	-1	-1	0.0	-1.0
COc1cccc(C(=O)Nc2ccc(C(=O)O)cc2)c1	0	-0.7	-4	-2	-2.0	-0.5	-2	-5	-1	-0.1	-0.9
N=c1c(C(=O)NCC2CCCO2)cc2c(=O)n3ccccc3nc2n1Cc1ccc(F)cc1 (stereo not drawn)	-212	1.2	-7	0	1.8	0.8	2	-296	-138	0.9	-1.1
O=C(O)C1CCC(Cn2c(SCc3cc(=O)n4cc(Cl)ccc4n3)nc3ccsc3c2=O)CC1 (stereo not drawn)	-6	-1.0	2	9	0.3	-0.4	2	-2	4	-1.6	-1.7
CCCc1cc(=O)[nH]c(SCC(=O)N(C)CC(=O)Nc2ccccc2CC)n1	-2	-0.3	5	3	-0.6	0.2	-3	-7	-3	0.0	-0.8
COC(=O)/C=C(\C)NC(=O)c1ccc(F)cc1	0	-0.5	-1	-6	-0.8	1.2	-1	-2	0	1.2	-1.7
Cc1ccc(CNC(=O)COC(=O)CSc2cc(C)c(Br)cc2C)cc1	8	0.2	0	1	-1.9	0.2	-2	4	2	-1.8	-1.3
CC1(C)Oc2ccc3ccc(=O)oc3c2[C@@H](O)[C@H]1O	-79	0.2	5	-1	-1.6	2.2	-2	-189	-47	-0.8	-1.0
CCOc1ccc(NC(=O)CC2C(=O)N(c3ccccc3)C(=O)N2Cc2ccccn2)cc1 (stereo not drawn)	3	0.7	5	1	-2.3	2.0	-3	-2	3	0.4	-1.9
Nc1ccc(-n2nc(C(F)(F)F)cc2C(F)(F)F)cc1	-9	-0.2	-4	-1	0.3	0.8	-4	-4	1	1.4	-0.9
CCN(C(=O)c1c([N+](=O)[O-])cnn1C)c1ccccc1	2	-0.8	-8	-2	-0.5	1.8	-3	1	3	0.1	-1.2
COc1cc(/C=N/NC(=O)C(=O)NCc2cccnc2)cc(OC)c1OC	-7	0.3	-1	-2	1.2	0.9	-4	1	-7	0.5	-1.2
O=C(Nc1nnc(-c2ccco2)o1)c1ccc(Cl)cc1	-4	0.0	-5	1	2.8	1.6	1	1	1	0.4	-1.4
COCc1nnc(NC(=O)c2ccccc2[N+](=O)[O-])s1	8	0.4	1	-3	2.5	0.0	6	1	1	-0.2	-0.7
CCOc1ccc(S(=O)(=O)NCCC(=O)NCC(c2cccs2)N(C)C)cc1 (stereo not drawn)	-10	0.2	-1	-4	2.5	0.3	1	-1	-7	1.5	-0.6
O=C(Cn1cnc2ccccc2c1=O)OCC(=O)c1ccc2c(c1)OCCO2	-5	-0.3	-1	-2	-0.9	2.1	-1	-4	-1	0.0	-1.0
CC(C)(C)NC(=O)COc1coc(CN2CCN(Cc3ccccc3)CC2)cc1=O	-6	-0.2	3	2	0.2	-0.3	-2	-5	0	-1.2	-1.1
CC(C)OCC(O)CN1CCN(CCN2C(=O)c3cccc4cccc(c34)C2=O)CC1 (stereo not drawn)	-16	-0.1	-5	0	-1.1	0.8	3	-11	-6	3.1	-0.9
Cc1cc(C)c(C(=O)NCC2CCCO2)c(C)c1C(=O)NCC1CCCO1 (stereo not drawn)	0	-0.1	7	0	-0.1	0.4	0	1	-3	0.6	-0.7
CCOC(=O)c1nn(-c2ccc(F)cc2)c2nc(CC(C)C)c(C#N)c(=O)n12	-47	-0.2	-4	-2	-0.2	0.8	-1	-40	-30	0.6	-1.2
COC(=O)c1cccc(NS(=O)(=O)c2ccc(NC(C)=O)cc2)c1C	-2	-1.6	-5	1	-1.4	0.2	-1	0	0	-2.1	-1.2
CN(CC(=O)Nc1cc(S(=O)(=O)N2CCCC2)ccc1Cl)Cc1ccc2c(c1)OCO2	-3	-1.0	3	-7	0.0	-0.6	-4	-1	-1	-0.1	-0.7
Cc1cccc(C)c1NC(=O)C(NC(=O)CN1C(=O)c2ccccc2C1=O)c1ccccc1 (stereo not drawn)	0	0.1	-4	2	-1.2	-0.9	2	-2	-1	-0.8	-0.8
CCOc1ccc2[nH]c(O)c(NC(C)=O)c2c1	-18	0.1	-1	4	-1.3	0.6	-2	-19	-11	0.1	0.0
CN(C)CCCCCCCCCCC(=O)/C=N/O	2	-0.2	1	0	-0.2	0.9	-5	-1	2	-0.9	-1.6
O=C(Nc1ccccc1)c1ccc(S(=O)(=O)N2CCC(C(=O)O)CC2)cc1	-6	0.5	4	0	0.9	1.0	-2	-3	0	0.9	-1.2
O=C(Nc1ccc(Br)c(C(F)(F)F)c1)c1ccccc1	2	-1.0	-8	5	-0.3	-1.6	-3	13*	9	8.5	-0.9
O=C1C=CC2C(c3ccc4c(c3)OCO4)CC1N2Cc1ccccc1 (stereo not drawn)	-12	-0.1	0	-3	0.0	-0.3	4	-1	-11	-0.9	-0.2
CCCCn1c(SCC(=O)Nc2cc(NC(=O)c3ccco3)ccc2C)nc2ccccc2c1=O	1	-1.1	2	4	-3.6	-0.4	-1	-1	-5	-4.0	-1.5

New compounds follow.
SMILES	PLC-beta3 inh	DAX1 inh-1	MBD2 DNA inh	Rev-erbA mod	hcDAF12 agonist	DAX1 inh-2	SMARCA2 activ	ADAM17 inh	PLC-gamma1 inh	hgDAF12 agonist	ssDAF-12 act
Cc1ccccc1OCC(=O)Nc1nc(C)c(C(=O)N(C)C)s1	0	0.4	-8	-3	0.2	-0.7	4	-3	2	1.8	-1.0
O=C(Nc1ccccc1)c1nc[nH]c1C(=O)Nc1ccccc1F	4	0.9	-3	-4	1.7	0.2	-4	-3	0	1.2	-1.2
COc1ccc(N(CC(=O)Nc2cc(Cl)ccc2OC)C2=NC3CS(=O)(=O)CC3S2)cc1 (stereo not drawn)	-1	-1.0	0	-3	0.3	1.0	-1	0	2	0.0	-0.5
COc1ccc([C@H]2C[C@@H](O)C[C@@H](CCn3cc(-c4ccccc4)nn3)O2)cc1	4	0.0	0	3	0.1	.	-3	1	0	-1.6	-0.8
CCS(CC)=NS(=O)(=O)c1ccc(NC(C)=O)cc1	6	-0.7	-5	.	-0.5	0.1	0	1	2	-2.0	-1.5
Cc1nn(C)c(C)c1NC(=O)c1cc2nc(-c3ccco3)cc(C(F)(F)F)n2n1	-140	-0.3	0	-6	-2.9	1.6	1	-41	-117	-1.7	-0.1
O=C(CN1C(=O)C2C3C=CC(C3)C2C1=O)Nc1ccc(S(=O)(=O)N2CCCCC2)cc1 (stereo not drawn)	-1	-1.1	1	-2	1.8	-1.4	2	-1	2	-0.6	-0.8
O=C(N[C@H](Cc1cc(=O)[nH]c2ccccc12)C(=O)O)c1ccc(Cl)cc1	-4	0.0	-2	3	0.5	-0.1	-1	-6	2	-2.2	-0.6
COc1ccc(C(=O)N2CCN(CCNC(=O)C(=O)Nc3ccc(F)cc3)CC2)cc1OC	-4	0.5	-3	-1	-1.7	-0.1	7	-3	-2	4.0	-1.0
CCn1c(SCC(=O)n2c(C)c(C)c3ccccc32)nnc1-c1ccco1	1	0.2	-1	-9	-0.4	0.4	-3	-3	2	2.9	-1.1
CC(=O)c1cccc(S(=O)(=O)N2CCC(C(=O)NC3CCCC3)CC2)c1	-3	0.3	0	2	0.1	0.3	-1	3	1	0.0	-0.9
O=[N+]([O-])c1ccc(N2CCN(S(=O)(=O)c3cnc[nH]3)CC2)cc1	-12	-0.1	-4	3	-1.2	0.0	-1	0	4	-1.1	-0.8

Source: PubChem BioAssay (several laboratories)
